# NadD block – blocks S. aureus nicotinate mononucleotide adenylyltransferase. purified NadD enzyme, colorimetric absorbance read-out. inhibition, % at 20 µM. hit rate 0.78% among 360,000; in the data active means inhibition above about 26%; further: some compounds past the cut are filed as inactive
# Rpn11 inh – Rpn11 (human) deubiquitinase inhibition; O00487; human 26S proteasome, Ub4-pepOG fluorescence polarization; 20S core pre-blocked with epoxomicin; calls only at 20 µM; hit rate 0.59% among 360,000; AID 588493;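 active means inhibition at 20 µM, scaled to each plate's controls, above about 33%, limit read from the data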
# SUMO1 PPI mod – modulators of human SUMO1-mediated protein-protein interactions | P63165 | SUMO1 binding to a labelled peptide, TR-FRET, 1 h | inhibition, % at 20 µM | hit rate 0.33% among 360,000 | AID 602429; in the data active means inhibition above about 37%
# Target sequence (P63165 whole entry, looked up): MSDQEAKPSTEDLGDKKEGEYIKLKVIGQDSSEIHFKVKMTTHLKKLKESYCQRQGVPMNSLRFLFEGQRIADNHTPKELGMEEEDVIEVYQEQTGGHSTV
# Neddyl block – cullin neddylation inhibition; P61081+Q13564; TR-FRET cullin neddylation, biochemical; calls only at 25 µM; AID 651699; hit rate 0.58% among 360,000; in the data active means inhibition above about 36%
# STEP inh – STEP (human) phosphatase inhibition; P54829; recombinant STEP, OMFP fluorogenic substrate, fluorescence; inhibition, % at 20 µM; hit rate 0.25% among 360,000; AID 588621;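 active means inhibition at 20 µM, scaled per plate between control wells, above about 37%, limit read from the data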;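 further: 0% = DMSO with enzyme and substrate and 100% = substrate only without enzyme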
# Target sequence (P54829 whole entry, looked up): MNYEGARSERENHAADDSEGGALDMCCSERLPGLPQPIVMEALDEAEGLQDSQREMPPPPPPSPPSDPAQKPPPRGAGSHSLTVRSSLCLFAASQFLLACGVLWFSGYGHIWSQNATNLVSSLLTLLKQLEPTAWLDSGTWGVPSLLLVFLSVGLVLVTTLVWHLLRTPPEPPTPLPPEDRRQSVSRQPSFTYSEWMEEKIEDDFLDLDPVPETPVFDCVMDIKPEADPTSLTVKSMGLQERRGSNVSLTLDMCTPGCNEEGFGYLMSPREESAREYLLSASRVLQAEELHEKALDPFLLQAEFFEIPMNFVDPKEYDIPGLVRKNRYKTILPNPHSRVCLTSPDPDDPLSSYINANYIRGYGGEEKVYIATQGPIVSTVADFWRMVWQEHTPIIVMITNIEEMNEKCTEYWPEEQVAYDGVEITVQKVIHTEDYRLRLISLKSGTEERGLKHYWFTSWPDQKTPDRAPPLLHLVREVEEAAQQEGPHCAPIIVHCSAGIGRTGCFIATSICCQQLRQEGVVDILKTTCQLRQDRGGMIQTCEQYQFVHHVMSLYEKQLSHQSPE
#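 System: STEP (striatal-enriched tyrosine phosphatase) enzyme, cell-free; medium: Bis-Tris pH 6.0 buffer with DTT, detergent; dosing: 20 µM, 1% DMSO; times: reaction 20 min, ambient temperature; detection: fluorescence, 480/540 nm; read-out basis: normalized % inhibition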
# DNMT1 inh – inhibitors of human DNMT1; P26358; DNMT1 molecular beacon, Hinp1I cleavage, fluorescence; inhibition (reported as % activation of signal), % at 10 µM; hit rate 0.83% among 360,000; AID 588458; in the data active means inhibition above about 50%
# Scp1 inh – inhibitors of human Scp-1 phosphatase. Recombinant Scp1, phosphopeptide, malachite green phosphate absorbance. inhibition, % at 20 µM. hit rate 0.88% among 340,000. AID 493091;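 active means inhibition above about 50% at 20 µM, limit read from the data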;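 further: plate controls were DMSO wells with enzyme for no effect and wells lacking enzyme for full effect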
# Target sequence (Q9GZU7 76-261 limits assumed): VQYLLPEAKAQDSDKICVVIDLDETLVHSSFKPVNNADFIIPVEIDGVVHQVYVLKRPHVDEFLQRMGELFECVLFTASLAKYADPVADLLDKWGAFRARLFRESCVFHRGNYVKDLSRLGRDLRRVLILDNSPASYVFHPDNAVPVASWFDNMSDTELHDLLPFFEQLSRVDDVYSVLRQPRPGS
#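 Test system: SCP-1 phosphatase catalytic domain, residues 76-261 | Compound dosing: One concentration, 20 µM, with 1.0% DMSO | Schedule: 45 min room-temperature reaction, 5 min colour, 30 min stabiliser | Detection: Absorbance at 630 nm | Read-out basis: % inhibition of SCP-1 phosphate liberation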
# Rin1-Abl PPI inh – blocks binding of human Rin1 to Abl. P00519+Q13671. TR-FRET Rin1/Abl binding, biochemical. inhibition, % at 7.35 µM. hit rate 0.4% among 360,000; in the data active means inhibition above about 5%, passing the limit was not always enough
# LMPTP inh – blocks human LMPTP phosphatase. hit rate 0.22% among 360,000. inhibition, % at 20 µM. P24666. recombinant LMPTP-A, OMFP fluorogenic substrate, fluorescence intensity;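 active means compounds that cut the enzyme signal by at least half of the control window in the single-dose screen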;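 further: plate controls were DMSO wells with enzyme plus substrate for no effect and substrate without enzyme for full effect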
# Target sequence (P24666 whole entry, looked up): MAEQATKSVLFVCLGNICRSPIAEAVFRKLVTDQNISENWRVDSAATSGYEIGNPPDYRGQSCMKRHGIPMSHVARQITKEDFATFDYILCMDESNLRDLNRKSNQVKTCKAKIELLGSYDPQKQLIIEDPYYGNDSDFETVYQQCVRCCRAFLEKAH
#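 test system = LMPTP-A | amount = 0.625 nM LMPTP-A final | reagent = fluorogenic phosphatase substrate OMFP at 400 µM final | incubation = 50 min at room temperature | benchmarks = no-enzyme low control, uninhibited high control | medium = Bis-Tris pH 6.0, DTT, detergent | signal = fluorescence intensity of OMFP turnover product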
# CSN deneddyl inh – CSN deneddylation inhibition; Q92905; Purified CSN, SCF-Nedd8-OG deneddylation, fluorescence polarization; inhibition, % at 12.5 µM; hit rate 0.38% among 360,000; AID 651999;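 active means pattern-corrected inhibition above about 35%, with an unprinted fluorescence ratio check between 0.5 and 1.5, limit read from the data, passing the limit was not always enough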;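 further: 0% = enzyme with substrate and 100% = substrate without enzyme; some results filed as inactive read as strong as hits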
#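 test system = HEK293T-derived human Csn5 enzyme | amount = 0.24 nM Csn5 enzyme, final concentration | medium = Tris/NaCl/DTT buffer, pH 7.5 | schedule = 90 min reaction at room temperature | signal = FP | evaluation = inhibition of Csn5 cleavage, % | compound dosing = single dose of 12.5 µM compound with 0.25% DMSO | probe or stimulus = 10 nM SCFSkp2-Nedd8OG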
# * = called active by the depositor; i = inactive; · = not tested or not shown.
SMILES,NadD block,Rpn11 inh,SUMO1 PPI mod,Neddyl block,STEP inh,DNMT1 inh,Scp1 inh,Rin1-Abl PPI inh,LMPTP inh,CSN deneddyl inh
Cc1cc(-c2n[nH]c(=S)n2/N=C/c2ccco2)n[nH]1,-6,i,-2,i,12,14,35,1,-0.6,2
COc1ccc(-n2c(COc3ccc(C)cc3)nnc2SCc2ccc(C#N)cc2)cc1,0,i,5,i,3,-4,0,3,4.8,-2
O=C(NC1CCSc2ccccc21)c1ccccc1F (centres undefined),-2,i,8,i,-1,-3,3,2,-0.3,1
C[C@]12CC[C@H](O)C[C@@H]1CC[C@@H]1[C@@H]2CC[C@@]2(C)[C@H]1CCC(=O)[C@]21CCCO1,-3,i,1,i,2,3,82*,0,-0.3,-4
Cc1onc(-c2ccccc2)c1NC(=O)Nc1ccc(OC(F)F)cc1,-10,i,-7,i,0,3,-14,0,1.8,1
Cc1[nH]c2ccccc2c1SCCNC(=O)c1ccc(Br)o1,-8,i,1,i,-3,-8,-9,3,0.8,1
COCCN=C1Sc2nc3ccc(C)cc3cc2CN1Cc1ccco1,0,i,-5,i,2,-4,-3,-1,-1.2,3
CCOc1ncccc1C(=O)OCc1ccc(Cl)cc1,1,i,-4,i,-4,-2,-6,-1,0.2,7
COc1cccc(C2C(C#N)=C(N)N(N(C)C)C3=C2C(=O)CCC3)c1 (centres undefined),-4,i,3,i,-1,-7,-13,2,-0.4,1
COc1cc(CNc2ccc3[nH]c(=O)[nH]c3c2)ccc1OCc1ccccc1C,5,i,-1,i,1,-8,-6,2,-1.7,9
O=C1C=CC(=O)N1Cc1cccnc1,1,i,9,i,-1,-2,-7,3,-2.0,5
O=C(NC1=NCCS1)c1ccc(Cl)cc1,-4,i,3,i,-2,-12,-4,1,-0.1,-1
COc1ccc(CCC(=O)NCCNC(=O)CCc2ccc(OC)cc2)cc1,1,i,5,i,-1,-1,-1,-1,0.3,0
CC(=O)c1ccc(NC(=S)NCCCn2ccnc2)cc1,-1,i,0,i,4,0,5,-2,-2.2,5
CN(Cc1ccccc1)S(=O)(=O)c1ccc(NC(=O)C2CCCO2)cc1 (centres undefined),2,i,3,i,-2,-3,-17,-7,0.2,-2
CC1=C(C(=O)OCc2ccccc2)C(c2cccc(Br)c2)NC(=O)N1 (centres undefined),-3,i,5,i,-2,-1,-4,0,3.9,-1
Cc1ccc(C(=O)O/N=C(\N)c2ccc(C(F)(F)F)cn2)cc1,-2,i,7,i,21,19,22,-1,26,1
CCOC(=O)C1=C(CN2CCOCC2)NC(=O)NC1c1cccc([N+](=O)[O-])c1 (centres undefined),-1,i,-20,i,0,0,3,-2,-1.2,-2
O=S(=O)(NCc1cccnc1)c1ccc(Cl)c2ccccc12,5,i,-8,i,0,1,-3,-2,0.6,-1
O=C1c2ccccc2C(c2nnnn2-c2ccc3c(c2)OCCO3)N1CCCN1CCOCC1 (centres undefined),-4,·,2,i,·,·,·,·,-1.8,-4
O=C(NCc1ccccn1)C(=O)NCC1OCCN1S(=O)(=O)c1ccc(F)cc1 (centres undefined),0,i,2,i,2,0,-2,1,-0.1,2
CCCCCN(C(=O)CCC(=O)OCC(=O)c1ccc(CCC)cc1)c1c(N)n(CCCC)c(=O)[nH]c1=O,3,i,4,i,-1,-6,-4,0,-19,2
CCOC(=O)N1CCN(S(=O)(=O)c2cccs2)CC1,5,i,1,i,0,6,-2,5,-1.2,0
CC(C)(C)CNc1cc(N2CCCC2)ccc1[N+](=O)[O-],-1,i,-5,i,-1,4,2,-2,-1.2,3
COc1ccc(S(=O)(=O)N2CCCC(C(=O)Nc3ccc(OC)c(OC)c3)C2)cc1 (centres undefined),-3,i,6,i,-2,-1,-11,1,-1.0,2
Nc1cnc(CNc2ccccc2Cl)cn1,-6,i,-1,i,-3,-2,-6,2,-1.2,3
CN(C(=O)c1ccc(Br)o1)C1CCS(=O)(=O)C1 (centres undefined),4,i,-2,i,-2,2,-1,1,1.4,-2
CC1(C)Cc2cccc(OCC(=O)OCC(=O)NCc3ccc(F)cc3)c2O1,0,i,5,i,0,0,-8,1,0.8,1
CNC(=S)NNc1ccccc1[N+](=O)[O-],5,i,-19,i,1,-2,-5,0,0.1,-12
COc1ccc(S(=O)(=O)Nc2cccc3c2O[C@H](CN(C)S(=O)(=O)c2ccc(F)cc2)[C@H](C)CN([C@H](C)CO)C3=O)cc1,-6,i,6,i,4,-2,-3,2,-1.1,1

# Single records (already shown). Screens in order: NadD block	Rpn11 inh	SUMO1 PPI mod	Neddyl block	STEP inh	DNMT1 inh	Scp1 inh	Rin1-Abl PPI inh	LMPTP inh	CSN deneddyl inh
# Cc1ccc(C(=O)O/N=C(\N)c2ccc(C(F)(F)F)cn2)cc1 in the list: -2	i	7	i	21	19	22	-1	26	1
# CCOC(=O)N1CCN(S(=O)(=O)c2cccs2)CC1 in the list: 5	i	1	i	0	6	-2	5	-1.2	0

# (cont.)
SMILES,NadD block,Rpn11 inh,SUMO1 PPI mod,Neddyl block,STEP inh,DNMT1 inh,Scp1 inh,Rin1-Abl PPI inh,LMPTP inh,CSN deneddyl inh
O=C(c1ccc(F)cc1)n1ccc(-c2cnc(-c3ccccc3)s2)n1,-2,i,-1,·,-1,31,-4,1,1.0,-7
COCC(=O)N(Cc1nc2ccccc2c(=O)[nH]1)Cc1cccs1,8,i,2,i,-2,2,-5,-1,1.3,-1
CC(C)(O)CNC(=O)C(Cc1ccccc1)N1C(=O)c2ccccc2C1=O (centres undefined),0,i,1,i,0,1,-1,-2,-0.1,3
COc1ccccc1C1CC(c2ccco2)=NN1S(C)(=O)=O (centres undefined),-1,i,-4,i,-3,-3,-2,4,-0.5,1
Cc1cc(C(=O)Nc2cccc(/C=C/C(=O)O)c2)c(C)o1,1,i,2,i,-1,6,-2,4,-1.1,1
CCN(CC)S(=O)(=O)c1ccc(NC(=O)c2ccc(Cl)nc2)cc1,-4,i,2,i,-4,3,-12,1,4.3,3
Cc1cc(Cl)ccc1C(=O)C1CCCN(C(=O)c2ccsc2)C1 (centres undefined),1,i,1,i,-3,-1,-11,1,-0.6,1
Cc1ccc(C(C)(c2ccc(N)cc2)c2ccc(N)cc2)cc1,3,i,2,i,-3,-13,1,-1,-1.4,-6
COc1ccc(C(=O)Nc2cccc(OC(=O)c3ccc(C)c(C)c3)c2)cc1,-2,i,-2,i,-3,-13,-13,-1,2.8,-2
C=CCNC(=O)NC(=O)COC(=O)/C=C/c1cccc([N+](=O)[O-])c1,-8,i,-14,i,-1,1,-5,0,-0.7,0
CC(=O)Nc1ccc(NC(=O)c2c(C)nc3ccccn23)cc1,0,i,0,i,1,1,3,5,-0.1,5
Cc1nnc(SCC(=O)Nc2sc3c(c2C#N)CCCCC3)n1N,-2,i,10,i,3,0,6,-1,-1.2,-1
COc1cc(NC(=O)CSc2nnc3ccc(-c4ccncc4)nn23)cc(OC)c1,-2,i,-21,i,-2,-1,-9,-4,-0.9,-2
O=C1CSc2ccc(C(=O)NCC(c3ccco3)N3CCCCC3)cc2N1 (centres undefined),-9,i,-1,i,0,-2,3,-1,-0.7,13
COc1ccccc1NC(=O)NC1(C(=O)NCC2CCCO2)CCCCC1 (centres undefined),-2,i,4,i,-2,3,-8,0,-0.1,-2

# A second format for part of the listing above.
Compound: O=C(c1ccc(F)cc1)n1ccc(-c2cnc(-c3ccccc3)s2)n1
  NadD block = -2	Rpn11 inh = i	SUMO1 PPI mod = -1	Neddyl block = ·	STEP inh = -1	DNMT1 inh = 31	Scp1 inh = -4	Rin1-Abl PPI inh = 1	LMPTP inh = 1.0	CSN deneddyl inh = -7
Compound: O=C1CSc2ccc(C(=O)NCC(c3ccco3)N3CCCCC3)cc2N1 (centres undefined)
  NadD block = -9	Rpn11 inh = i	SUMO1 PPI mod = -1	Neddyl block = i	STEP inh = 0	DNMT1 inh = -2	Scp1 inh = 3	Rin1-Abl PPI inh = -1	LMPTP inh = -0.7	CSN deneddyl inh = 13
Compound: Cc1nnc(SCC(=O)Nc2sc3c(c2C#N)CCCCC3)n1N
  NadD block = -2	Rpn11 inh = i	SUMO1 PPI mod = 10	Neddyl block = i	STEP inh = 3	DNMT1 inh = 0	Scp1 inh = 6	Rin1-Abl PPI inh = -1	LMPTP inh = -1.2	CSN deneddyl inh = -1

# Carrying on.
SMILES,NadD block,Rpn11 inh,SUMO1 PPI mod,Neddyl block,STEP inh,DNMT1 inh,Scp1 inh,Rin1-Abl PPI inh,LMPTP inh,CSN deneddyl inh
O=C1C=C(O)CC(c2ccc(Cl)c(Cl)c2)C1 (centres undefined),-1,i,3,i,5,1,-7,1,0.1,-3
CCCn1c(N)c(N(CCOC)C(=O)c2ccc(C#N)cc2)c(=O)[nH]c1=O,-2,i,2,i,-2,2,3,-1,-0.2,5
CC(C)c1ccc(CNC(=O)C2CC(=O)N(C3CCCCC3)C2)cc1 (centres undefined),1,i,1,i,1,0,-2,4,-0.4,-1
Fc1ccc(N/N=C/C=C/c2ccccc2)c(F)c1,-7,i,-5,i,2,5,-1,-2,1.5,-6
O=C(OCn1nnc2ccccc2c1=O)C1CCN(S(=O)(=O)c2cccs2)CC1,2,i,-2,i,2,-1,-1,-4,-0.9,-2
O=C(/C=C/c1ccccc1)NCCc1ccccc1,2,i,4,i,0,-11,45,3,1.8,5
O=C1c2ccccc2C(=O)c2c1ncn2-c1ccccc1,-1,i,-19,i,3,-1,-3,-8,0.0,-9
Cc1ccc(C(=O)Nc2nnc(-c3ccncc3)o2)cc1,5,i,2,i,1,1,-10,-4,-1.0,12
Cc1cc(C)cc(OCC(=O)OCc2nnc(-c3ccccc3)o2)c1,-12,i,4,i,-2,1,-5,2,0.4,3
CCN1C(=NCCc2ccc(Br)cc2)N[C@@H](c2ccccc2)[C@H](C(=O)OC)[C@H]1C,-3,i,-4,i,0,3,6,6,0.0,2
Cc1ccc(NC(=O)CCCc2ccccc2)c([N+](=O)[O-])c1,-2,i,-18,i,-1,1,-8,-2,1.4,1
O=C1NC(c2ccccc2)Nc2c1sc(=S)n2-c1ccccc1 (centres undefined),3,i,-4,i,-5,2,-5,-2,2.0,-15
CCc1ccc2c(c1)C(O)(CC(=O)c1cccs1)C(=O)N2 (centres undefined),-1,i,-8,i,0,7,-5,3,2.1,3
CCc1noc(C)c1C(=O)N(C)CC(=O)Nc1ccccc1Br,5,i,-36,i,-1,-2,-3,-1,-9.8,-2
O=C(N/N=C/c1c(Cl)[nH]c2ccccc12)c1sc2ccccc2c1Cl,18,i,-2,i,-3,-28,-6,-4,3.3,0
C/C(=N/N=C(/C)c1cccs1)c1cccs1,2,i,-7,i,1,-1,6,-4,0.0,-1
O=C1CC(C(=O)O)NC(=S)N1 (centres undefined),0,i,2,i,-1,-1,-7,3,-1.5,2
COc1ccc(N=C2NN=C(c3c(C)[nH]c4ccccc34)CS2)cc1,23,i,1,i,0,-18,2,-3,2.6,-6
CCC(C)CN1C(=O)CN(S(C)(=O)=O)CC1(C)C(=O)NC(C)C (centres undefined),·,·,2,i,·,·,·,·,-1.0,-2

# Compound activity as filed in PubChem.
